Screens as filed in PubChem.
Tb hexokinase = blocks Trypanosoma brucei hexokinase 1 activity; hit rate 0.11% among 220,000; inhibition, % at 10 µM; recombinant TbHK1, G6PDH-coupled NADH A340; AID 1430;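 active = inhibition of 50% or more in the single-dose primary screen; inactive = inhibition below 50%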
Furin inhibitor = human furin inhibition; P09958; purified furin, fluorogenic substrate cleavage; inhibition, % at 30 µM; hit rate 0.061% among 220,000; in the data active = inhibition above about 25%; note: inactives centre near -15
Target sequence (P09958 108-714 limits assumed): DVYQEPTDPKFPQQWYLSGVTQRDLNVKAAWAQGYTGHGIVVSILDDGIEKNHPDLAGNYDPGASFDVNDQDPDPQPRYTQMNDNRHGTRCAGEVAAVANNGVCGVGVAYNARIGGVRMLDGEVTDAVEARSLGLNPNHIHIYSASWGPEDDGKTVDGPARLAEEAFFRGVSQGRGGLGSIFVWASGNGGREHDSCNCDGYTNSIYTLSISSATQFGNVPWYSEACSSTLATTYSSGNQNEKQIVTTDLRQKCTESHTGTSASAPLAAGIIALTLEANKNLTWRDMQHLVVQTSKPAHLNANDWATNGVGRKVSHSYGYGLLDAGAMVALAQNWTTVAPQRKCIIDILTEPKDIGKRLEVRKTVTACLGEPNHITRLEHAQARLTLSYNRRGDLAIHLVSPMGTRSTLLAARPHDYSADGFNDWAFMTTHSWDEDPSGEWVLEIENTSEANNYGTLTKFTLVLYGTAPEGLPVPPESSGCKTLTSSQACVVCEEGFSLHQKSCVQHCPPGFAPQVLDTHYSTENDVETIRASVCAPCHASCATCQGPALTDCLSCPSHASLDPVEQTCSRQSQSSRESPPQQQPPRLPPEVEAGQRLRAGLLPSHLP
EBV gp42 inh = inhibitors of Epstein-Barr virus glycoprotein 42; inhibition, % (tested at 21.74 µM); hit rate 0.42% among 220,000; Fluorescence polarization binding assay, mP read-out; in the data active = inhibition above about 50%
Target sequence (Q1HVG2 whole entry, looked up): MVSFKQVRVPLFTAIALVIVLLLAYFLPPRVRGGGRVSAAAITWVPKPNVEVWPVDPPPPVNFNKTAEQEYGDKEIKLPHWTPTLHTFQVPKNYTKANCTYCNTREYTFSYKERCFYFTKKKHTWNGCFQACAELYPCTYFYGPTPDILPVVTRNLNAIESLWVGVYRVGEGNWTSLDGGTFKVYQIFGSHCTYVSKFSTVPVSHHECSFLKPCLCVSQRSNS
RBBP9 inhibitor = human RBBP9 hydrolase inhibition. O75884. recombinant RBBP9, FP-Rh probe fluorescence polarization. inhibition, % at 7.94 µM. hit rate 0.2% among 220,000. AID 1515;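 active = inhibition above the campaign mean of all tested compounds plus 3 SD, cut at about 14% in these data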;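 note: plate controls were DMSO wells with RBBP9 for no effect and wells lacking RBBP9 protein for full effect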
Target sequence (O75884 whole entry, looked up): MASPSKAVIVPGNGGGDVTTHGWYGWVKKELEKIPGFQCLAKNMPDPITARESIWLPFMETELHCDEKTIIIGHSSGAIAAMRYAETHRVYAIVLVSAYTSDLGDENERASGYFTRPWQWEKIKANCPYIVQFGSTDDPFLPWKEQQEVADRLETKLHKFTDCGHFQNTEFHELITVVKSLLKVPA
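Controls: DMSO-treated enzyme wells and wells lacking RBBP9 | Material: RBBP9 protein | Technique: Fluorescence polarization | Replication: Single well per compound, no replicates | Buffer or medium: Tris-NaCl-Pluronic buffer, pH 8.0 | Timing: 30 min compound preincubation, 45 min probe labeling, 25 °C | Read-out basis: Percent inhibition from mP, scaled between DMSO and no-protein wells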
p97 ATPase inh = inhibitors of human p97 ATPase; P55072; recombinant p97 ATPase, Kinase-Glo ATP luminescence, 3 h; inhibition, % at 8 µM; hit rate 0.42% among 220,000; in the data active = inhibition above about 15%;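 note: 0% = DMSO vehicle and 100% = wells lacking enzyme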
Runt-SMMHC FRET = blocks binding of human RUNX1 Runt domain to CBFb-SMMHC | Q01196+Q13951 | Cerulean-Runt/Venus-CBFb-SMMHC FRET ratio 530/480, 1 h | inhibition, % at 20 µM | hit rate 0.74% among 220,000 | AID 1434;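 active = mean inhibition across duplicate retests at 20 µM reaching about 50%, limit read from the data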;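 note: 0% = DMSO wells and 100% = wells with excess untagged CBFb-SMMHC; inhibitors lower the FRET ratio by blocking Runt binding to CBFb-SMMHC; some results filed as inactive read as strong as hits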
p47phox inh = inhibitors of human p47phox binding; p47phox/p22phox peptide binding, fluorescence polarization, 2 h; inhibition, % at 24.7 µM; P14598; hit rate 0.53% among 220,000;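 active = inhibition above about 30%, limit read from the data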;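 note: 0% = p47phox with labelled peptide and 100% = labelled peptide alone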
Calpain2 inh = calpain II (pig) inhibition; hit rate 0.37% among 220,000; inhibition, % at 16 µM; purified calpain II, fluorogenic peptide substrate, 30 min; AID 1236;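 active = inhibition above about 50%, limit read from the data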
Runt-CBFb FRET = blocks binding of human RUNX1 Runt domain to CBFb. inhibition, % at 20 µM. Q01196+Q13951. Cerulean-Runt/Venus-CBFb FRET ratio 530/480, 1 h. hit rate 0.46% among 220,000. AID 1496;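 active = inhibition over about 50% at 20 µM in the single-dose screen, limit read from the data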;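 note: 0% = DMSO wells and 100% = excess unlabeled CBFb competitor control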
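Assay system: Cerulean-Runt domain fusion protein, energy donor; Signal: fluorescence energy transfer, 422 nm excitation, 530/480 nm emission; Timing: 1 h compound exposure, room temperature; Control set: unlabeled CBFb; Medium: Tris buffer pH 7.5 with salts and BSA; Compound: single test concentration of 20 µM, 1% DMSO final; Probe or stimulus: Venus-CBFb 100 nM.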
* = called active by the depositor; i = inactive; & = joins results of further samples; [ ] = dose if it differs, or a comment.

Each structure is followed by: Tb hexokinase | Furin inhibitor | EBV gp42 inh | RBBP9 inhibitor | p97 ATPase inh | Runt-SMMHC FRET | p47phox inh | Calpain2 inh | Runt-CBFb FRET
- CCOC(=O)c1c(NC(=O)C2CCCO2)sc(C)c1C (stereo not drawn)
→ -9.1 | -10.0 | 7.9 | -9.1 | -0.6 | 1.0 | 5.3 | -7.6 | 0.0
- O=C(NCc1ccc2c(c1)OCO2)C(=O)NCC(c1ccco1)N1CCN(c2ccccc2)CC1 (stereo not drawn)
→ -0.1 | -13.0 | -7.8 | -2.1 | 4.2 | 1.0 | -3.5 | 8.8 | 0.6
- Cc1ccsc1/C=N/NC(=O)Cn1nc(C)c([N+](=O)[O-])c1C
→ -20.4 | 6.1 | -13.9 | -7.5 | 2.1 | -1.0 | -14.8 | -3.0 | 0.4
- CC/C(C)=C1\SC(N2CCN(C(C)=O)CC2)=NC1=O
→ 4.0 | -27.6 | 1.6 | -0.8 | 1.1 | 0.6 | -5.5 | 20.7 | 1.3
- CCCCOC(=O)CSC1=C(C#N)C(c2ccccc2OCC)C(C#N)C(=O)N1 (stereo not drawn)
→ -19.4 | 0.3 | -28.3 | 5.1 | 0.4 | 4.1 | -9.5 | -36.0 | 1.7
- O=C(CN(Cc1ccco1)S(=O)(=O)c1ccccc1)N/N=C/c1cccc(O)c1
→ 1.9 | -12.9[20 µM] | 18.5 | 1.3 | 0.5 | 1.4 | -13.7 | 3.1 | 3.6
- Cc1cc(C)c2c(N)c(C(=O)NC3CCCC3)sc2n1
→ -20.0 | 2.2 | -18.2 | 3.2 | 8.7 | -3.3 | 5.7 | -188.2 | -2.0
- CCOC(=O)C1=C(C)NC(SCc2cc(=O)[nH][nH]2)=C(C#N)C1c1cccs1 (stereo not drawn)
→ -2.0 | -11.6[20 µM] | -2.4 | -4.3 | 5.2 | 6.3 | -14.6 | -8.1 | 7.0
- N/C(=N\OC(=O)CC1CCCCC1)c1ccccc1
→ 33.4 | -8.9 | -17.5 | -0.3 | 4.8 | 3.7 | -7.9 | 22.9 | -2.5
- c1cncc(CNc2nc(N3CCOCC3)nc(N3CCOCC3)n2)c1
→ -7.3 | -14.1[20 µM] | -15.8 | -10.8 | -2.9 | 4.0 | -10.4 | -68.5 | 3.0
- Cn1c(SCC(=O)NCc2ccco2)nnc1-c1c[nH]c2ccccc12
→ -5.3 | -21.5 | -18.1 | -12.9 | -6.8 | -0.5 | -5.8 | -18.4 | 2.0
- CC(C)(C)NC(=O)C(OC(=O)c1cccs1)c1ccc(F)cc1 (stereo not drawn)
→ -10.0 | -14.8 | 0.4 | -12.1 | -2.9 | -0.5 | 4.5 | -8.5 | -2.9
- Cc1cc(C(=O)NCc2cccnc2)cs1
→ -4.2 | 11.8[20 µM] | -8.8 | 7.5 | -0.2 | -2.1 | -4.9 | 1.3 | 0.5
- Cc1ccc2nc(/C(C#N)=C\c3ccc([N+](=O)[O-])o3)[nH]c2c1
→ -9.8 | -16.5[20 µM] | -2.3 | -9.3 | 15.8* | -55.8 | -24.2 | -50.4 | -20.8
- O=C(N/N=C\c1ccc[nH]1)C1COc2ccccc2O1 (stereo not drawn)
→ -28.2 | -22.2 | -9.3 | 2.8 | 7.5 | 2.2 | -9.5 | 4.4 | -0.1
- CO/N=C/c1c(C(=O)OC)nn(-c2ccccc2)c1Cl
→ 1.3 | -15.4 | -12.2 | 1.3 | -0.1 | -4.9 | 0.9 | -2.9 | 0.4
- CCNC(=O)CC1C(=O)N(c2ccc(OC)cc2)C(=O)N1Cc1ccc(OC)cc1 (stereo not drawn)
→ 31.4 | -9.8 | -13.1 | -2.8 | -2.2 | -1.9 | -10.3 | -22.1 | -4.2
- CCOC(=O)c1cnc2ccc(OCC)cc2c1NCCN1CCOCC1
→ -4.6 | -24.7 | -29.1 | -10.9 | -0.2 | -3.9 | -11.8 | -35.0 | 11.2
- CCc1nnc(NC(=O)C2Cc3ccccc3C(=O)O2)s1 (stereo not drawn)
→ -4.4 | -24.1 | -17.0 | -9.2 | -3.4 | -4.4 | 2.5 | -9.2 | 1.1
- CC(=O)c1c(-c2ccc(Cl)cc2)c2ccccc2[nH]c1=O
→ -12.5 | -6.8 | -5.0 | -12.9 | -9.1 | -2.4 | 0.1 | 3.1 | 1.8

Next part, overlapping the part above by 3 compounds.
Each structure is followed by: Tb hexokinase | Furin inhibitor | EBV gp42 inh | RBBP9 inhibitor | p97 ATPase inh | Runt-SMMHC FRET | p47phox inh | Calpain2 inh | Runt-CBFb FRET
- CCOC(=O)c1cnc2ccc(OCC)cc2c1NCCN1CCOCC1
→ -4.6 | -24.7 | -29.1 | -10.9 | -0.2 | -3.9 | -11.8 | -35.0 | 11.2
- CCc1nnc(NC(=O)C2Cc3ccccc3C(=O)O2)s1 (stereo not drawn)
→ -4.4 | -24.1 | -17.0 | -9.2 | -3.4 | -4.4 | 2.5 | -9.2 | 1.1
- CC(=O)c1c(-c2ccc(Cl)cc2)c2ccccc2[nH]c1=O
→ -12.5 | -6.8 | -5.0 | -12.9 | -9.1 | -2.4 | 0.1 | 3.1 | 1.8
- O=C(CSc1nn(-c2ccc(Cl)cc2)c(=S)s1)N1CCN(C(=O)c2ccco2)CC1
→ -7.5 | -10.7 | -26.4 | -2.9 | -2.3 | -3.4 | -37.4 | -18.9 | -0.4
- CCCCCCn1c(-c2ccco2)nc2oc3cc(OC)ccc3c(=O)c2c1=O
→ -9.2 | -8.6 | -0.7 | -1.6 | 0.8 | 1.6 | -24.3 | 12.3 | -2.6
- COC(=O)CNC(=O)C(Cc1c[nH]c2ccccc12)NC(=O)OC(C)(C)C (stereo not drawn)
→ -4.2 | -5.7 | 8.8 | -9.2 | -9.1 | 4.3 | -10.0 | -6.3 | 0.0
- O=C(O)c1ccccc1/C=N/Nc1nc(N2CCCCC2)nc(N2CCCCC2)n1
→ -2.5 | -13.3 | -1.4 | -10.6 | 7.8 | 0.3 | -3.8 | 28.0 | -1.6
- COc1cc(NC(=O)CN(C)S(=O)(=O)c2ccc3c(c2)CCC(=O)N3)cc(OC)c1
→ -11.3 | -17.6 | 1.3 | -6.9 | -2.1 | 1.1 | -3.5 | -7.7 | 1.4
- CCOC(=O)N1CCC2(CC1)NCCc1c2[nH]c2ccccc12
→ 2.2 | 2.9 | -2.5 | -10.0 | -7.7 | 15.9 | 3.7 | 4.0 | 1.8
- CCCCSc1nc2c(=O)[nH][nH]c(=O)c2n1Cc1ccccc1
→ 1.9 | -7.8[20 µM] | -7.1 | -4.0 | -2.9 | 2.2 | -27.7 | -7.2 | -0.3
- COc1ccccc1N1CCN(C(=S)NC(=O)/C=C/c2ccc(F)cc2)CC1
→ -3.5 | -16.8 | -1.2 | -5.4 | 6.4 | 0.5 | -24.5 | -12.4 | -1.6
- COCCCNC(=O)COc1ccc(S(=O)(=O)NCc2ccccc2)cc1Cl
→ 0.0 | -12.7 | 0.0 | -8.6 | -7.1 | 1.1 | 2.4 | 2.0 | -3.2
- Cc1ccc(-n2cccn2)c(CN2CCCC(CNC(=O)c3ccc(F)cc3)C2)c1 (stereo not drawn)
→ 2.7 | -18.2 | 2.0 | 1.4 | 2.1 | -2.3 | -3.9 | 4.3 | -3.2
- CCOC(=O)c1ccccc1NC(=O)CN1CCC(n2nnc3cc(C(F)(F)F)ccc32)CC1
→ -30.7 | -27.3 | -18.2 | 1.2 | -17.8 | 0.7 | -13.4 | -83.7 | -4.9
- CCOC(=O)c1nnn(-c2nc(N(C)C)nc(N(C)C)n2)c1C
→ 6.4 | -11.6 | 5.9 | -7.0 | -2.6 | -0.5 | 4.3 | 27.5 | -0.6
- S=c1[nH]nc(Cn2c(-c3ccccn3)nc3ccccc32)n1-c1ccc2c(c1)OCCO2
→ -10.5 | -11.2 | -17.9 | -4.2 | 4.1 | 3.5 | -4.2 | 2.5 | 7.2
- COCCn1c(SCC(=O)N2CCCc3ccccc32)nc2c(c1=O)SC(C)C2 (stereo not drawn)
→ -23.9 | 0.9 | -20.6 | -7.1 | -4.3 | -6.2 | -6.8 | 13.0 | -2.0
- Cc1cc(-c2ccccc2)nc2[nH]n(-c3ccccc3)c(=O)c12
→ 0.1 | -6.3[20 µM] | -1.9 | -3.0 | 2.1 | -1.2 | -11.7 | -5.5 | 0.1
- CN(C)/C=N/NC(=O)c1ccccc1Cl
→ -1.7 | -23.7 | -14.3 | -3.2 | 5.5 | -2.6 | 3.3 | 6.2 | -0.1
- COCCNC(=O)CS(=O)Cc1nc(-c2ccc(Cl)cc2)oc1C (stereo not drawn)
→ -4.5 | -30.8 | -9.4 | -4.8 | 0.5 | -2.0 | -1.0 | -52.3 | -0.3
- NC(=O)CSc1nc2sc(-c3ccccc3)cc2c(=O)n1N
→ -31.5 | -16.7[20 µM] | -21.6 | -13.5 | 2.0 | 0.5 | 0.2 | -50.1 | 1.9
- CCOC(=O)c1cc2c(=O)n3ccccc3nc2n(Cc2ccco2)c1=NC(=O)c1ccccc1OCC
→ -11.7 | -29.5 | 0.7 | -2.1 | -1.3 | 87.5* | -4.2 | -302.0 | 73.5*
- Cc1ccc(OCC(=O)Nc2ccc(O)c(-c3nc4ccccc4o3)c2)cc1
→ 6.6 | -16.0 | -22.4 | -3.5 | 4.9 | 1.2 | -76.0 | i | 2.9
- CCOc1ccc(-c2noc(CCC(=O)NC)n2)cc1OCC
→ 0.9 | -15.6 | -9.4 | -8.5 | -2.1 | 2.1 | 5.3 | -42.5 | 0.3
- O=C(NCc1cccs1)c1cc2c(s1)-c1ccccc1OC2
→ 1.0 | -66.8 | 1.8 | -11.8 | 9.0 | -19.5 | -10.0 | -475.9 | -3.9
- O=C(NCCCCC(NC(=O)c1ccc([N+](=O)[O-])cc1)C(=O)O)c1ccc([N+](=O)[O-])cc1 (stereo not drawn)
→ -4.3 | -11.4[20 µM] | -9.2 | 1.8 | 3.5 | -3.5 | 3.0 | -6.7 | 0.6
- CCN(CC)N=Nc1ccc(S(=O)(=O)N2CCSC2C(=O)O)cc1 (stereo not drawn)
→ -32.6 | -5.8 | 12.9 | -3.0 | -1.6 | 4.1 | -23.2 | 0.0 | 2.2
- Cc1nc2ccccn2c1-c1ccnc(=S)[nH]1
→ -35.2 | -0.4 | -6.2 | 1.1 | 8.9 | 39.8 | -11.3 | -118.4 | 59.8*
- COc1ccc(F)cc1C(=O)C1CCCN(C(=O)CCc2ccccn2)C1 (stereo not drawn)
→ -5.3 | -16.8 | 1.1 | -7.4 | -0.5 | -2.7 | 2.2 | -22.9 | 0.6
- CC(C)Oc1cccc(C(=O)Nc2ccccc2N2CCOCC2)c1
→ -2.2 | -1.3 | -9.9 | -6.5 | -3.8 | 4.0 | -10.4 | -21.8 | -1.4
- O=C(c1ccccc1)C1Oc2ccccc2C2CC(c3cccs3)=NN12 (stereo not drawn)
→ -8.2 | -18.7 | -11.7 | 0.3 | 4.5 | -2.0 | -31.8 | -56.1 | 0.2
- COC(=O)c1ccc(OC)c(CSc2nnc(COc3ccc(Cl)cc3)o2)c1
→ 11.5 | -27.7[20 µM] | -0.1 | -6.7 | -7.8 | -2.3 | -8.2 | 50.6* | -2.7
- C=CCn1c(P(C)(=O)O)nc2ccccc21
→ 2.8&-6.6 | -24.4&-15.6 | -10.0&10.3 | 2.4&-7.5 | 0.6&-1.0 | 2.4&-2.0 | -4.0&11.5 | -8.0&21.8 | -0.5

This is a random part of the collection. Share with any hit: about 2.7%.
